Screening results from PubChem BioAssay.
JMJD2A Tudor inh – inhibitors of human JMJD2A Tudor domain; 4.4% of 390,000 active; Potency, µM (doses to about 114 µM), for the others: at the top dose activity change, negative = inhibition, usual class: inhibitors; AlphaScreen JMJD2A-Tudor / H3K4me3 peptide binding; further: on the % scale 0 is the no-effect control and ±100 the full control effect; nearly all actives have a fitted effect of over 50% in size
Pin1 inh – blocks the human prolyl isomerase Pin1 | Pin1 FP peptide displacement, HiFluor488, 10 min | Q13526 | Potency, µM (series often up to 115 µM), inactives show top-dose activity, negative = inhibition, hits mostly inhibitors | 0.009% of 390,000 active; active means well fitted inhibition curve with a large enough effect in the polarisation, with a control signal flat, not every such curve was filed as active; inconclusive means small, poorly fitted or top-dose-only effect, or effect the other way, or a change in a side signal; inactive means no such curve, though single readings can be large or run the other way; the % refers to the polarisation; further: on the % scale 0 is the no-effect control and ±100 the full control effect
Target sequence (Q13526 whole entry, looked up): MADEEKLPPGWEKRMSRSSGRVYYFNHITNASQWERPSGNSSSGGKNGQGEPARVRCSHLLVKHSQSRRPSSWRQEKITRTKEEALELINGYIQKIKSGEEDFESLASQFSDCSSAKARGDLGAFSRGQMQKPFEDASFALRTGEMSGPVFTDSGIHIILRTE
PGK inhibitor – blocks T. brucei phosphoglycerate kinase; Potency, µM (series often up to 57.5 µM), inactives show at the highest dose activity change, negative = inhibition, hits mostly inhibitors; AID 602233; PGK/GAPDH coupled, Kinase-Glo luminescence, 60 min; 0.043% of 380,000 active; P07378; further: on the % scale 0 is the no-effect control and ±100 the full control effect; nearly all actives have a fitted effect of over 60% in size
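Luminescent ATP detection (Kinase-Glo Plus) follows a 60-minute room-temperature incubation, with wells lacking PGK as controls. Buffer: 100 mM TEA (pH 7.6), 5 mM MgCl2, 0.01% Tween-20. Coupling enzyme GAPDH (100 nM final) supplies unstable 1,3-BPG in-well.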
G9a block – blocks human histone lysine methyltransferase G9a; Q96KQ7; 8.8% of 350,000 active; Potency, µM (titrated, usually from 102 µM), without a hit: at the highest dose activity, negative = inhibition, actives largely listed as inhibitors; AID 504332; G9a H3K9 monomethylation, AlphaScreen, 2 h; further: on the % scale 0 is the no-effect control and ±100 the full control effect; nearly all actives have a fitted effect of over 75% in size
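Quantitative HTS format: methyltransferase activity on a biotin-tagged H3K9 peptide is measured by AlphaScreen, using a rabbit anti-monomethyl-H3K9 antibody with streptavidin donor and anti-IgG acceptor beads. Final levels are 20 nM enzyme, 500 nM peptide, 20 uM SAM; 2 h RT.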
BLM helicase inh – inhibitors of human Bloom syndrome helicase BLM; 0.2% of 350,000 active; recombinant BLM DNA unwinding, fluorescence dequenching; Potency, µM (titrated, usually from 56.1 µM), inactives show top-dose activity change, negative = inhibition, usual class: inhibitors; P54132; AID 2528;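 further: plate controls were vehicle for no effect and no enzyme for full effect; nearly all actives have a fitted effect of over 35% in size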
GLS inh – inhibitors of human glutaminase (GLS) | GLS enzymatic activity, qHTS titration | Potency, µM (doses to about 45.5 µM), for inactives: at the highest dose activity change, negative = inhibition, actives largely listed as inhibitors | 0.21% of 410,000 active; further: on the % scale 0 is the no-effect control and ±100 the full control effect
Target sequence (O94925 whole entry, looked up): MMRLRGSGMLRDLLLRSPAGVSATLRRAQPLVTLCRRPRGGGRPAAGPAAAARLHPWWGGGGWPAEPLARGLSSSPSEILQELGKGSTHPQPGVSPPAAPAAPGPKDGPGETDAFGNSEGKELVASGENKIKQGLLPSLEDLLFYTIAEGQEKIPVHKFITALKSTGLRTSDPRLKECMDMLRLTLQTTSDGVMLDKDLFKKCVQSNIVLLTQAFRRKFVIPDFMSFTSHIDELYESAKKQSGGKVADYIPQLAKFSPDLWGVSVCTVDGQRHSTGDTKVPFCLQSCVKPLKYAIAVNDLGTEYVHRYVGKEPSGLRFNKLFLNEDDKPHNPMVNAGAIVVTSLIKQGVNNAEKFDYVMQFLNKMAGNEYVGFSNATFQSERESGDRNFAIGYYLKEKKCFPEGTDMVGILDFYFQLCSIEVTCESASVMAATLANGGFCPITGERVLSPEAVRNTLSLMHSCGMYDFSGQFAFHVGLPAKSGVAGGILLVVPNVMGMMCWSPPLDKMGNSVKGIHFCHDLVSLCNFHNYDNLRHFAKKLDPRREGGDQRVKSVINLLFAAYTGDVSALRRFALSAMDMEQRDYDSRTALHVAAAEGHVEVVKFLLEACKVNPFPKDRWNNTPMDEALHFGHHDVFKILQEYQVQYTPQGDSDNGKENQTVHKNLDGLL
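Glutamate formation by hKGA was monitored fluorometrically using coupled glutamate oxidase, HRP and Amplex Red. Substrate was added as 1 mM L-glutamine solution; incubation was 30 min at RT after an initial read.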
BAZ2B block – inhibitors of human BAZ2B bromodomain | Q9UIF8 | 4.4% of 360,000 active | Potency, µM (top dose mostly 114 µM), inactives show at the highest dose activity change, negative = inhibition, hits mostly inhibitors | AlphaScreen BAZ2B-H3K14Ac peptide displacement; further: on the % scale 0 is the no-effect control and ±100 the full control effect; nearly all actives have a fitted effect of over 60% in size
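AlphaScreen displacement: compounds (up to 110uM) incubated 30 min at room temperature with a preformed 50 nM BAZ2B/50 nM biotinylated H3K14Ac peptide complex in PBS pH 7.4 with Tween-20. Donor and acceptor beads at 10 ug/mL final added, 20 min light-protected before reading.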
Pol iota inh – inhibitors of human DNA polymerase iota. Q9UNA4. Pol iota fluorescent replication assay, 10 min. Potency, µM (series often up to 115 µM), for the others: at the highest dose activity, negative = inhibition, hits mostly inhibitors. 1% of 390,000 active
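Pol iota at 10 nM preincubated 15 min with compounds at room temperature; reaction started with fluorescent substrate, 50 nM final. Fluorescence read kinetically at 0 and 10 min; buffer-only wells as negative control.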
HP1b chromo inh – HP1-beta chromodomain-methylated histone interaction inhibition | 0.56% of 390,000 active | AID 540317 | Potency, µM (series often up to 114 µM), for inactives: top-dose activity change, negative = inhibition, actives largely listed as inhibitors | AlphaScreen HP1-beta / biotin-H3K9me3 peptide binding | P83916; further: nearly all actives have a fitted effect of over 70% in size; inactives centre near 23
Target sequence (P83916 whole entry, looked up): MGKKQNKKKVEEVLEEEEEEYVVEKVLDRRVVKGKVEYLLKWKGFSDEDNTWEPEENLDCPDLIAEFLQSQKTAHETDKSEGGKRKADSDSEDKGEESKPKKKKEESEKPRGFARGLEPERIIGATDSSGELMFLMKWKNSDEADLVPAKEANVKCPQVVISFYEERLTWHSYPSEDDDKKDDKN
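HP1-beta protein (50 nM final) preincubated 30 min at room temperature with biotinylated H3(1-18)K9me3 peptide (50 nM) in PBS pH 7.4, 0.01% Tween-20, then compound added for 30 min. AlphaScreen streptavidin donor/nickel chelate acceptor beads (10 ug/mL final), 30 min dark, luminescence read.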
* hit, by the source's call; i = inactive; ? = inconclusive; . = no result given; & = joins results of further samples; [ ] = remark or other dose. Unless noted, the call rests on the fitted dose curve; in most records, active means well fitted curve in the direction sought with a large enough effect; inconclusive means small, poorly fitted or top-dose-only effect, or another doubt; inactive means no such curve, though single readings can be large; an effect the other way counts as inactive or inconclusive. Potency means the concentration at half of the fitted maximal effect.

Sample of the layout (four entries):
smiles	Pol iota inh	JMJD2A Tudor inh	G9a block	GLS inh	BAZ2B block	BLM helicase inh	HP1b chromo inh	PGK inhibitor	Pin1 inh
CC(=O)Cc1cc(O)c2ccccc2c1OC(=O)c1ccccc1	?	-22%	-49%	3%	-35%	-5%	6%	-9%	1%
Cc1ccc(-c2ncns2)cc1	85%[activator]	?	2%	60%[activator]	7%	-4%	-18%	0%	1%
Cc1ccc(C(=O)NCC(c2ccco2)N2CCc3ccccc32)cc1C (configuration not stated)	5%	?	5%[0.501 µM]	0%	?	.	-7%	-6%	5%
COc1cccc(NC(=O)CN(Cc2ccccc2)S(=O)(=O)c2ccc3nc(C)sc3c2)c1	-13%	-8%	0%[59 µM]	-1%	-15%	-5%	89%[activator]	-14%	8%

The listing, repeating the preview:
smiles	Pol iota inh	JMJD2A Tudor inh	G9a block	GLS inh	BAZ2B block	BLM helicase inh	HP1b chromo inh	PGK inhibitor	Pin1 inh
CC(=O)Cc1cc(O)c2ccccc2c1OC(=O)c1ccccc1	?	-22%	-49%	3%	-35%	-5%	6%	-9%	1%
Cc1ccc(-c2ncns2)cc1	85%[activator]	?	2%	60%[activator]	7%	-4%	-18%	0%	1%
Cc1ccc(C(=O)NCC(c2ccco2)N2CCc3ccccc32)cc1C (configuration not stated)	5%	?	5%[0.501 µM]	0%	?	.	-7%	-6%	5%
COc1cccc(NC(=O)CN(Cc2ccccc2)S(=O)(=O)c2ccc3nc(C)sc3c2)c1	-13%	-8%	0%[59 µM]	-1%	-15%	-5%	89%[activator]	-14%	8%
O=C(Cc1ccccc1F)NNC(=O)c1ccncc1	15%	-6%	?	27%	-2%	0%	36%	-1%	-3%
COc1ccccc1CC(NC(C)=O)C(=O)NC1CCN(C(=O)c2cccc(Cl)c2)CC1 (configuration not stated)	-21%	-15%	-2%	1%	?	3%	-12%	-4%	1%
O=C(O)CCC(=O)N1CCCC1	80%[activator]	1%	-1%	0%	3%	-10%	21%	-7%	-1%
CC(=O)/C(=C(/O)c1ccccc1)c1nc2ccccc2[nH]1	138%[activator]	-7%	8%	-3%	.	-1%	14%	4%	1%
CC(C)NC(=O)C1CCN(c2nc3ccccc3nc2C(F)(F)F)CC1	18%	-11%	-6%[59 µM]	-13%	-1%	-5%	18%	3%	-10%
CCC(=O)Nc1nnc(S(=O)(=O)N2c3ccccc3CC2C)s1 (configuration not stated)	-6%&6%	1%&-20%	?	0%&4%	2%&-11%	1%&-3%	31%&5%	1%	15%&-3%
Cc1cc(C)cc(OC(=O)CCN2C(=O)C3C4C=CC(C5CC45)C3C2=O)c1 (configuration not stated)	11%	-7%	34%	26%	3%	-3%	18%[57 µM]	-3%	-10%
CCc1nn(CC(=O)NC(C)c2ccccc2)c(=O)c2cc3sccc3n12 (configuration not stated)	24%	-11%	15%[59 µM]	-6%	-16%	-6%	60%[activator]	-1%	1%
Cc1cc(C)c(S(=O)(=O)N2CCN(C(=O)c3ccc(-n4cncn4)c([N+](=O)[O-])c3)CC2)c(C)c1	16%	-34%	?	14%	1%	.	-4%	0%	-5%
O=C(CCS(=O)(=O)Cc1ccccc1)Nc1nc2c(s1)CCCC2	0%	-3%	-1%[12.7 µM]	1%	1%	-2%	31%	.	1%
Cc1ccc(S(=O)(=O)NC(C(=O)O)c2ccccc2)cc1 (configuration not stated)	39%[activator]	-18%	-17%	27%	-7%	-9%	1%	i	?
CCn1nnc(NC(=O)c2cccnc2Cl)n1	12%	6%	-7%	5%	1%	0%	16%	-7%	-13%
O=C(NOCc1cscn1)Nc1ccccc1	6%	3%	.	16%	.	.	12%	-3%	0%
CCSc1nc2c(c(=O)[nH]c(=O)n2C)n1CC(O)COc1ccccc1C (configuration not stated)	11%	-3%	16µM*	-9%	-15%	3%	-27%	-6%	4%
CC(Oc1ccccc1)C(=O)Nc1nc(-c2ccncc2)cs1 (configuration not stated)	-2%	-10%	-9%[12.7 µM]	7%	3%	.	31%	-7%	12%
CCN1C(=O)[C@H]2[C@@H](c3ccc(-c4ccc(C(C)=O)cc4)c(OC)c3)N[C@@](Cc3ccccc3)(C(=O)OC)[C@H]2C1=O	17%	-21%	-8%[2.33 µM]	-7%	-24%	.	41%[activator]	-3%	?
CSc1ccc(S(=O)(=O)Nc2ccc3c4c(cccc24)CC3)cc1	?	-20%	12%[2.33 µM]	17%	7%	-15%	16%	i	44%[activator]
Cc1cccc2[nH]c(CN(C)C(=O)CC3C(=O)NCCN3CC(C)(C)C)nc12 (configuration not stated)	-2%	-13%	?	-8%	4%	-3%	29%	-9%	0%
Cc1ccccc1C(=O)NC(C(=O)Nc1nc2c(s1)CCCC2)C(C)C (configuration not stated)	26%	3%	46%[59 µM]	0%	1%	-16%	38%	-4%	13%
CC(=O)N1CCN(c2ccc(NC(=O)c3cccc([N+](=O)[O-])c3)cc2)CC1	82%[activator]	-11%	.	58%[activator]	5%	-2%	28%	i	15%
Cc1ccc(S(=O)(=O)NNC(=O)C(O)(c2ccccc2)c2ccccc2)cc1	9%	-7%	-8%[59 µM]	23%	-20%	0%	25%	4%	1%
Cc1c(C#N)c2ncn(CC#N)c(=O)c2n1-c1ccccc1	17%	-4%	0%	-1%	-7%	-5%	12%	0%	-5%
CNC(=S)N1CCN(c2ccc(OC)cc2)CC1	22%	-26%	-17%[59 µM]	79%[activator]	-30%	0%	22%	-8%	-5%
CS(=O)(=O)c1nc(S(=O)(=O)c2ccc(Cl)cc2)c(NCCCN2CCCC2=O)s1	10%	-12%	.	2%	-14%	1%	66%[activator]	9%	3%
CCOC(=O)C1CCN(C(=O)CN(c2cccc(C(F)(F)F)c2)S(C)(=O)=O)CC1	12%	-10%	-10%	9%	-2%	-3%	66%[activator]	-2%	-1%
CC(c1ccccc1)N1CC(C(=O)N2CCN(c3ccccc3)CC2)CC1=O (configuration not stated)	24%	-16%	-3%	12%	7%	1%	16%	0%	2%
Cc1[nH][nH]c(=O)c1C(c1cc(Br)ccc1O)c1c(C)[nH][nH]c1=O	-13%	-17%	?	29%	-1%	-4%	15%	.	0%
O=C(CNC(=O)c1cccs1)N/N=C/c1cccc(Cl)c1	45%[activator]	0%	.	2%	3%	-5%	36%	1%	3%
CCN(CC)C(=O)C1CCCN(C(=O)c2cc(COc3ccc4ncccc4c3)on2)C1 (configuration not stated)	2%	-10%	?	3%	-7%	3%	27%	-3%	-4%
NC(=O)NC(=O)CN1C(=O)NC2(CCOc3ccccc32)C1=O (configuration not stated)	102%[activator]	-1%	7%	6%	1%	-3%	20%	1%	-2%
Cc1cc(C)c(Cn2c(=O)n(Cc3ccccc3)c(=O)c3c(C)c(C)sc32)c(C)c1	47%[activator]	-1%	4%[59 µM]	-12%	-2%	-4%	40%[activator]	.	1%
Cc1ccc(-n2c(SCC(=O)NC3CCS(=O)(=O)C3)nc3ccccc3c2=O)cc1C (configuration not stated)	37%[activator]	-15%	13%[0.501 µM]	2%	13%	.	16%	-6%	1%
CCOC(=O)c1ccccc1NC(=O)c1c(O)c2ccccc2n(CC)c1=O	13%	39%[activator]	97%[activator][59 µM]	11%	42%[activator]	0%	127%[activator]	-7%	20%
CCOC(=O)C(=O)NN=C(c1ccccc1)c1ccccc1	4%	-4%	-39%[59 µM]	-2%	-11%	-5%	36%	-7%	-8%
Cc1ccc(S(=O)(=O)N(C)C)cc1NC(=O)c1ccccc1Br	115%[activator]	-3%	-3%	-6%	-4%	-2%	35%[activator]	i	-7%
O=S(=O)(Nc1ccc(-c2ccc(N3CCCC3)nn2)cc1)c1ccccc1Cl	-29%	-19%	4%[59 µM]	7%	0%	2%	-1%[57 µM]	i	26%
O=C(O)CCCN1C(=O)c2ccccc2Sc2ncccc21	-11%	-13%	50µM*	3%	6%	-1%	31%	-1%	-14%
Cc1ccc(S(=O)(=O)N2CCOCC2)cc1NC(=O)COC(=O)CCc1c[nH]c2ccccc12	-4%	-33%	.	16%	.	.	-14%	-6%	-1%
Cc1cc(C)n(-c2ccc(C(=O)N3CCN(S(=O)(=O)c4ccc(Cl)cc4)CC3)cc2)n1	36%	-27%	?	0%	3%	.	20%	-5%	-1%
CC1(c2cc(F)ccc2F)NC(=O)N(CC(=O)Nc2cccc(S(=O)(=O)N3CCCC3)c2)C1=O (configuration not stated)	5%	-4%	?	0%	1%	.	27%	-1%	6%
COc1cccc(C2=CC(c3cccs3)n3nnnc3N2)c1 (configuration not stated)	?	-8%	?	-22%	-1%	-6%	38%	-7%	-11%
Cc1ccc(SCc2nc(-c3ccc(C(=O)NCC(C)c4ccccc4)cc3)oc2C)cc1 (configuration not stated)	11%	-18%	-19%[59 µM]	-14%	-11%	-9%	31%	-2%	?
C=CCC[C@H](Cc1ccc(F)cc1)C(=O)OC[C@H](Cc1c[nH]c2ccccc12)NC(=O)[C@H](CC=C)CC(=O)N[C@H](CO)Cc1ccccc1	1%	-12%	.	1%	.	.	10%	1%	8%
O=C(c1ccccc1)N1CCCCC(S(=O)(=O)c2ccc3ccccc3c2)C1=O (configuration not stated)	67%[activator]	-10%	?	-5%	2%	0%	31%	-10%	-2%

Only part of the results is shown (hit frequency here may not be typical).
